Screens deposited in PubChem BioAssay by Broad Institute.
ARNT-TACC3 inh: disruptors of ARNT/TACC3 protein interaction, primary screen, biochemical, AlphaScreen, single concentration | AlphaScreen His-ARNT PAS-B/GST-TACC3 binding, luminescence; TACC3 fragment carries E629A point mutation | inhibition, % at 9.99 µM | hit rate 0.66% among 390,000;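 active = mean inhibition of replicates at least 50% and at least half of replicates each reaching 50%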;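 note: 0% = complete ARNT plus TACC3 wells and 100% = ARNT alone without TACC3; many hits fall short of the cut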
INS-1E GSIS act: GLuc luminescence reporter in INS-1E cells, primary screen for activators of glucose-dependent secretion of insulin; activation, % at 16.6 µM; INS-1E GLuc reporter insulin secretion, 2-3 h; hit rate 0.61% among 370,000;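 active = lowest replicate activation of at least 40%, so every replicate reaches that level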;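 note: 0% = median of neutral control wells and 100% = median of IBMX positive control wells; some compounds called inactive have numbers as strong as hits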
An asterisk follows results filed as active. These rows are one share of the data. The share of hits here may be higher or lower than overall.

SMILES | ARNT-TACC3 inh | INS-1E GSIS act
CCC(NC(=O)c1cccc(Cn2nc(C)c([N+](=O)[O-])c2C)c1)c1ccc(C(C)C)cc1 (stereo not drawn) | -0.4 | -43.1
CC(=O)Nc1c(NCC(C)C)c2ccccc2oc1=O | -3.0 | 0.1
O=C(Nc1nnc(C2CCCCC2)s1)c1ccc(Br)s1 | -12.3 | 18.6
CCOC(=O)c1ccccc1NC(=O)CSc1nnc(Cc2cccn2C)n1-c1ccc(C)cc1 | -5.4 | -4.0
CCc1c(C)sc(NC(=O)c2cc(-c3ccc(OC)c(OC)c3)on2)c1C#N | -6.6 | 80.4*
COc1ccc(C(=O)Nc2ccc3c(c2)nc(CCNC(C)=O)n3C)cc1 | 16.0 | 3.9
COc1ccccc1N1CCN(C(=O)C(NS(=O)(=O)c2cccs2)c2ccccc2)CC1 (stereo not drawn) | -6.9 | -36.1
CCOC(=O)c1c(NC(=O)CCN2CCOCC2)sc2c1CC(C)(C)OC2 | 0.5 | 12.8
O=S(=O)(Nc1ccccn1)c1ccc(C2CCCCC2)cc1 | -4.6 | -3.8
CCN1C(=O)CC(c2ccco2)Sc2ccccc21 (stereo not drawn) | -17.9 | -10.1
Cc1cc(C)nc(NC(=NCCc2c[nH]c3ccccc23)NC(=O)c2ccco2)n1 | -3.1 | 3.2
Cc1ccc(C(=O)c2nocc2C(=O)c2cccs2)cc1 | 1.0 | 13.1

In a second layout: six of the compounds above.
compound	ARNT-TACC3 inh	INS-1E GSIS act
COc1ccc(C(=O)Nc2ccc3c(c2)nc(CCNC(C)=O)n3C)cc1	16.0	3.9
COc1ccccc1N1CCN(C(=O)C(NS(=O)(=O)c2cccs2)c2ccccc2)CC1 (stereo not drawn)	-6.9	-36.1
CCOC(=O)c1c(NC(=O)CCN2CCOCC2)sc2c1CC(C)(C)OC2	0.5	12.8
O=S(=O)(Nc1ccccn1)c1ccc(C2CCCCC2)cc1	-4.6	-3.8
CCN1C(=O)CC(c2ccco2)Sc2ccccc21 (stereo not drawn)	-17.9	-10.1
Cc1cc(C)nc(NC(=NCCc2c[nH]c3ccccc23)NC(=O)c2ccco2)n1	-3.1	3.2

(more compounds)
SMILES | ARNT-TACC3 inh | INS-1E GSIS act
CCS(=O)(=O)N1CCC(C(=O)NCC2CCCO2)CC1 (stereo not drawn) | -0.8 | 12.2
Cc1ccc(Nc2nc(N)c([N+](=O)[O-])c(N3CCCC(C)C3)n2)cc1C (stereo not drawn) | 2.9 | 60.0*
CCOc1cc(C(=O)N(C)Cc2cc3ccccc3[nH]c2=O)cc(OCC)c1OCC | -4.0 | -3.2
CCOC(=O)CSc1ncc(-c2ccccc2)cn1 | -8.7 | 19.7
Cc1ccccc1OCC(=O)N(Cc1nc(-c2ccccc2)no1)C(C)C | -5.0 | -23.8
CCC(=O)Nc1ccc(NC(=O)c2ccc3c(c2)OCO3)cc1 | -1.9 | 2.7
Cc1cc(OCCCC(=O)N2CCCCC2)cc(C)c1Cl | -3.9 | -21.7
COc1ccc(C2C(CC(=O)O)=C(O)C(=O)N2c2ccccc2)cc1 (stereo not drawn) | -5.3 | 5.1
COc1cc(C2=NOC(C(=O)N3CCCc4ccccc43)C2)cc(OC)c1OC (stereo not drawn) | -13.9 | 26.0
COc1cc(C(=O)NCCN2CCCC2)cc(OC)c1OC | 2.1 | 2.4
O=C(Nc1ccon1)c1ccc(Cl)s1 | -8.8 | 0.9
Cc1ccc(-n2c(O)c(C=NC3CCS(=O)(=O)C3)c3ccccc3c2=O)cc1 (stereo not drawn) | 5.6 | 21.0
Cc1ccc(S(=O)(=O)Oc2ccccc2/C=N/NC(=O)c2c(Cl)cnn2C)cc1 | 18.3 | -23.0
CCCc1ccc(-c2ccc(C(=O)O)cc2)nc1 | -2.9 | 25.6
CCCSc1nnc(CSc2nc3ccccc3s2)n1-c1ccccc1 | -2.5 | -31.1
COC(=O)c1sccc1Oc1ccc(F)cc1[N+](=O)[O-] | -58.9 | -3.7
Cn1cnnc1Sc1cc(N2CCN(S(=O)(=O)c3ccc4ccccc4c3)CC2)ccc1[N+](=O)[O-] | 2.9 | -32.5
COc1ccccc1N1CCN(C(=O)CSc2nc3ncnc(N)c3[nH]2)CC1 | -3.5 | 17.2
Nc1nc(SCc2ccccc2Cl)nc2nc3c(cc12)CCCC3 | -9.4 | 0.0
CCCCCCc1cc2cc(C(=O)Nc3ccccc3)c(=O)oc2cc1O | -7.9 | 147.2
CCCN1CCN(CCCNC(=O)Cn2nc(-c3ccc(Cl)cc3)ccc2=O)CC1 | -8.1 | 11.6
O=C(c1ccc(C23CC4CC(CC(C4)C2)C3)o1)N1CCOCC1 | 4.9 | -2.3
CCOC(=O)c1c(N)c(C#N)c2n1CCCC2 | 1.2 | 70.7*
c1coc(CNc2c3c(nc4ncnn24)CCC3)c1 | 0.2 | 13.1

The list goes on (2 carried over from the part before).
SMILES | ARNT-TACC3 inh | INS-1E GSIS act
CCOC(=O)c1c(N)c(C#N)c2n1CCCC2 | 1.2 | 70.7*
c1coc(CNc2c3c(nc4ncnn24)CCC3)c1 | 0.2 | 13.1
CC(C)=C(C#N)c1nc2ccccc2s1 | 2.3 | 26.9
Cn1cnnc1Sc1nc2c(c(=O)n(C)c(=O)n2C)n1Cc1ccccc1Cl | 0.0 | 16.0
O=C(O)C1C2C=CC(C2)C1C(=O)Nc1ccc(C(=O)N2CCCCC2)cc1 (stereo not drawn) | -3.5 | 26.6
CC(C)(C)c1ccc(C(=O)Nc2ccc(CC(=O)O)cc2)o1 | -8.9 | 19.4
Cc1ccc(N2CCN(C(=O)c3ccccc3Br)CC2)c(C)c1 | 0.6 | -10.8
CCOc1ccc(CCNC(=O)COC(=O)c2cccnc2OCC)cc1OCC | 6.1 | 60.5*
O=C(COc1ccc(F)cc1)N1CCC(c2ccccc2)C1 (stereo not drawn) | 41.9 | 4.2
Cc1ccccc1OCC(=O)NC(=S)Nc1ccc(S(=O)(=O)NC2CCCCC2)cc1 | 1.2 | -30.0
CCOc1ccccc1-n1c(SCC(N)=O)nnc1-c1ccc(O)cc1 | 53.9* | 16.6
Cc1cc(C=C2C(=O)c3ccccc3C2=O)c(C)n1-c1ccccc1 | 2.4 | -1.6
COc1ccc(N=Cc2ccc(CNS(=O)(=O)c3ccc(Cl)cc3)o2)cc1 | -0.6 | -1.7
O=C(Nc1ccc(N2CCOCC2)c(Cl)c1)c1cccnc1Cl | -2.2 | 11.6
O=C(Nc1ccc([N+](=O)[O-])cn1)C1CC2CCC1C2 (stereo not drawn) | -20.7 | 10.6
COC(=O)c1ccccc1NC(=O)c1ccc(-c2ccccc2F)o1 | -29.3 | 7.5
COc1ccccc1-n1nnnc1SCC(=O)NC1CCCC1 | -1.1 | -5.9
CCOc1ccc(NC(=O)CCSc2nc3c(c(CC)c2C#N)C(=O)CC(C)(C)C3)cc1 | 1.6 | -24.5
Cc1ccc2[nH]c(=O)c(CN(Cc3ccccc3)Cc3nnnn3C3CCCC3)cc2c1 | -2.5 | 2.4
CCCc1[nH]nc2c1C(c1ccncc1)C(C#N)=C(N)O2 (stereo not drawn) | -2.5 | 11.7
O=C(Nc1cnn(Cc2ccc(Cl)c(Cl)c2)c1)c1nc2ncccn2n1 | 14.8 | 3.1
CC(C)CN1C(=O)c2ccc(NC(=O)c3ccccc3F)cc2C1=O | -1.4 | 15.5
C=CCn1c(SCC(=O)Nc2sccc2C(N)=O)nc2ccccc2c1=O | -5.3 | 40.3
Cc1nc2nc(NCc3cccs3)nn2c(C)c1Cl | -13.0 | 19.2
Cc1ccc(C)c(NC(=S)NNC(=O)c2ccco2)c1 | -4.0 | 0.8
COc1ccccc1/C=N/n1c(C)nnc1-n1nc(C)cc1C | -17.1 | -2.9

Given in markdown: part of the list above
| SMILES | ARNT-TACC3 inh | INS-1E GSIS act |
| --- | --- | --- |
| COc1ccccc1-n1nnnc1SCC(=O)NC1CCCC1 | -1.1 | -5.9 |
| COc1ccccc1/C=N/n1c(C)nnc1-n1nc(C)cc1C | -17.1 | -2.9 |

Other records follow.
SMILES | ARNT-TACC3 inh | INS-1E GSIS act
O=C(O)CSc1nnc(-c2ccc(S(=O)(=O)N3CCCC3)cc2)n1Cc1ccco1 | 1.6 | 3.2
O=C(NCc1ccco1)NCC(F)(F)F | -1.1 | -1.2
Cc1cccc(NC(=O)COc2ccc(Br)cc2)n1 | -14.8 | -0.6
CC(C)(C)c1ccc(S(=O)(=O)NC(Cc2ccccc2)C(=O)O)cc1 (stereo not drawn) | -0.9 | 11.7
CCOc1ccc(NC(=O)CN2CCN(CC(=O)Nc3ccc(F)cc3)CC2)cc1 | -1.1 | -3.8
CCOc1c(C)cc2[nH]c(CCC(=O)O)nc2c1C | -7.3 | -5.5
CCCCN(CCCC)C1=Nc2ccccc2N/C1=C(/C#N)C(=O)OCC | 4.2 | -18.2
CCc1ccccc1NC(=O)CSc1nc2c(c(-c3ccco3)c1C#N)CCCC2 | -2.0 | 37.3
COc1ccc(NC(=O)C(NC(C)=O)C(=O)NCc2ccccc2)cc1 (stereo not drawn) | -3.3 | 2.0
CS(=O)(=O)Nc1ccccc1C(=O)Nc1ccccc1Cl | -4.2 | -29.1
COC(=O)[C@@H](NC(=O)Nc1ccc(C(C)=O)cc1)C(C)C | -7.0 | 9.2
Cc1c(NC(=O)CN2CCN(c3ccccc3)CC2)c(=O)n(-c2ccccc2)n1C | 0.3 | 7.8
CCOC(=O)C(C(=O)N1CCOCC1)C1CCCCC1 (stereo not drawn) | -6.4 | 14.3
Clc1cccc(CN2CCC(Cc3ccccc3)CC2)c1 | -17.1 | 13.5
CC(=O)Nc1ccc(OCC(O)Cn2c3ccccc3c3ccccc32)c(C)c1 (stereo not drawn) | 5.0 | -32.4
COc1ccc(-c2nc3cccc(C)n3c2NCc2ccco2)cc1OC | -2.7 | 65.3*
Cc1ccc(-n2c(Cc3cccn3C)nnc2SCC(=O)Nc2nnc(C)s2)cc1 | 8.5 | 2.6
CCCc1cc(=O)[nH]c(SCc2cc(Cl)ccc2OC(F)F)n1 | -15.5 | -0.1
O=C(Cn1c(=O)oc2ccccc21)c1ccccc1 | -7.9 | 12.3
CC(C)Cn1cc(C(=O)NCCCN2CCCC2=O)c2c3ccccc3n(C)c2c1=O | -2.4 | -9.2
COc1cc(NC(=O)c2cnn3c(C)cc(C)nc23)c(OC)cc1Cl | 1.3 | 28.1
Cc1c(Oc2ccc(C(F)(F)F)cc2[N+](=O)[O-])ccc2c3c(c(=O)oc12)CCC3 | 1.4 | -2.3
Cc1noc(NC(=O)c2ccccc2)c1C#N | -3.5 | 0.2
O=C(CSc1nnc(-c2ccccc2)o1)OCc1ccccc1 | -30.7 | -6.3
Cc1ccc(S(=O)(=O)N2CC3(C)CN(S(=O)(=O)c4ccc(C)cc4)CC(C)(C2)C3=O)cc1 | 0.2 | 2.5
Cc1ccc2nc(-c3ccc(SCC(=O)Nc4nnc(C)s4)nc3)[nH]c2c1 | -6.1 | 459.1*
COc1ccc(C(c2nnnn2Cc2ccccc2)N2CCN(C(=O)c3ccco3)CC2)cc1 (stereo not drawn) | -3.1 | -11.1
COc1ccc(C2(C(=O)N3CCCC3)CCOCC2)cc1OC | -4.4 | 20.9
CC1=NN(C(=O)c2csc(C)c2)C(O)(C(F)(F)F)C1 (stereo not drawn) | -4.0 | 2.0
CC1=NN(c2ccccc2)C(=O)C1(C)[N+](=O)[O-] (stereo not drawn) | -2.4 | 2.0
COc1cc(-c2nnc(SCC(=O)Nc3cc(C)on3)n2C)cc(OC)c1O | 1.2 | -6.3
CSc1ccc(-c2nnn(CC(=O)NCc3ccccc3)n2)cc1 | -8.1 | 6.0
Cc1ccc(S(=O)(=O)N2CCC(O)(c3cccnc3)CC2)cc1 | -2.4 | 6.8
O=C(c1cccc(C(=O)N2CCN(Cc3ccccc3)CC2)c1)N1CCN(Cc2ccccc2)CC1 | -1.7 | 3.1
O=C(Cc1ccccc1)Nc1nc2ccccc2s1 | -3.4 | -7.1
CCCCN1C2=C(C(=O)CC(C)(C)C2)C(c2ccccc2)C2=C1c1ccccc1C2=O (stereo not drawn) | 8.1 | -2.4
Cc1ccnc2nc(C(=O)Nc3ccc4c(c3)OCO4)nn12 | -0.3 | 12.1
CC1CCc2nc(NC(=O)CN3CCOCC3)sc2C1 (stereo not drawn) | -9.4 | 13.7
Cc1cccc(N2CCN(C(=O)C3CCCCC3)CC2)c1C | -15.2 | -10.1
CCN(CC)S(=O)(=O)c1ccc(C(=O)NCCc2cc3c(OC)ccc(OC)c3[nH]c2=O)cc1 | -0.1 | -30.2
O=C(O)c1ccc(C(=O)c2ccc3c(c2)C(=O)N(Cc2ccco2)C3=O)cc1 | -4.3 | 16.4
COc1ccc(C(O)Cn2c(=N)n(CCCN(C)C)c3ccccc32)cc1 (stereo not drawn) | -3.9 | -1.3
CCSc1nnc(NC(=O)c2ccc3c(c2)OCO3)s1 | 1.1 | 9.6
Cc1cc(NCCCn2ccnc2)n2nc(C)c(-c3ccccc3)c2n1 | 9.3 | -5.4

Some of these compounds in order of number of heavy atoms, lowest first:
SMILES | ARNT-TACC3 inh | INS-1E GSIS act
CCOC(=O)c1c(N)c(C#N)c2n1CCCC2 | 1.2 | 70.7*
CCCc1ccc(-c2ccc(C(=O)O)cc2)nc1 | -2.9 | 25.6
CC1CCc2nc(NC(=O)CN3CCOCC3)sc2C1 (stereo not drawn) | -9.4 | 13.7
COc1ccccc1/C=N/n1c(C)nnc1-n1nc(C)cc1C | -17.1 | -2.9
